Source: PubChem
KDM4C inh – KDM4C (human) demethylase inhibition; Q9H3R0; GST-KDM4C 2-372, H3K9me3 peptide, LANCE TR-FRET; inhibition, % at 12.5 µM; 96,000 compounds, 0.15% hits; AID 720574;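 active means mean replicate inhibition above about 25%, with at least 55% of replicates also reaching it, limit read from the data, passing the limit was not always enough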
Target sequence (Q9H3R0 2-372 limits assumed): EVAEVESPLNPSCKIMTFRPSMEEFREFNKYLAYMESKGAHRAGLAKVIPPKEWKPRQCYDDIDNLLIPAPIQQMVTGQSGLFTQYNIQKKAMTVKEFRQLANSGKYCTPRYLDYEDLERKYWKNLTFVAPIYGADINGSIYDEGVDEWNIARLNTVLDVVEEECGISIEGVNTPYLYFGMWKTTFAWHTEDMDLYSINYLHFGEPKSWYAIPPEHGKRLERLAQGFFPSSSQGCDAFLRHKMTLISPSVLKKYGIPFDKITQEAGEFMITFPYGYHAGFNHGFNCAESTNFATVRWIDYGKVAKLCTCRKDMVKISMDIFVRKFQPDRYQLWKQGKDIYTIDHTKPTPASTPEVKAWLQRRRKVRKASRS
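material = GST-tagged GASC-1 (JMJD2C) catalytic fragment, aa 2-372 | amount = enzyme final amount 10 nM | medium = HEPES buffer, pH 7.5, plus ascorbate | also added = H3K9me3 peptide substrate, Fe(II), 2-oxoglutarate | dosing = single dose | times = 30 min demethylation and 1 h detection at room temperature | detection = LANCE TR-FRET | read-out basis = Fall in 671/618 emission ratio as inhibition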
C diff growth – C. difficile growth inhibition; Clostridium difficile clinical isolate growth, OD600, 24 h; hits give low values; growth activity, negative = inhibition, % at 16 µg/mL (by protocol); 86,000 compounds, 0.25% hits;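 active means mean growth activity at or below -80% and every replicate also at or below -80%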;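 further: 0% = DMSO wells and -100% = levofloxacin 16 µg/mL wells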
Pf Dd2 inh – inhibitors of Plasmodium falciparum Dd2 growth; activity change, % at 10 µM; 94,000 compounds, 2.3% hits; AID 1159554; P. falciparum Dd2 growth, SYBR Green, 72 h; hits give low values; in the data active means activity change below about -80%
T cruzi growth – blocks T. cruzi growth in NIH3T3 culture. T. cruzi beta-gal in NIH3T3, GalScreen luminescence, 90 h. 77,000 compounds, 5.9% hits. AID 624255. inhibition, % at 8.34 µM;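 active means mean inhibition above about 93%, with at least 55% of replicates each passing it, limit read from the data, passing the limit was not always enough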
Starred values were filed as active, the others as inactive; . = not tested or not shown; & = joins results of further samples.

SMILES	KDM4C inh	C diff growth	Pf Dd2 inh	T cruzi growth
COc1ccc(NC(=O)Nc2ccc3c(c2)CC(=O)N([C@H](C)CO)C[C@H](C)[C@H](CN(C)S(=O)(=O)c2cn(C)cn2)O3)cc1	1.5	-5	15	21
C[C@@H]1CN([C@H](C)CO)C(=O)c2cc(NC(=O)Nc3cccc4ccccc34)ccc2O[C@H]1CN(C)CC1CCCCC1	-0.9	.	22	-88
C[C@H](CO)N1C[C@H](C)[C@@H](CN(C)Cc2ccc(C(F)(F)F)cc2)Oc2c(NS(=O)(=O)c3cn(C)cn3)cccc2C1=O	0.2	-1	-2	-29
Cc1noc(C)c1NC(=O)Nc1cccc2c1O[C@H](CN(C)C(=O)Nc1c(C)noc1C)[C@H](C)CN([C@@H](C)CO)C2=O	-0.3	2	18	22
COc1cccc(C#Cc2ccc([C@H]3[C@@H](CO)N4C(=O)CN(C(C)=O)C[C@@H]34)cc2)c1	-1.1	-4	19	.
C[C@H]1CN([C@@H](C)CO)C(=O)c2c(c3ccccc3n2C)-c2ccccc2CO[C@@H]1CN(C)Cc1ccc(Oc2ccccc2)cc1	-6.3	32	-87*	.
C[C@H](CO)N1C[C@H](C)[C@H](CN(C)C(=O)Nc2ccc(C(F)(F)F)cc2)OCc2cn(nn2)CCCC1=O	0.1	-3	-3	49
O=C(NCC[C@@H]1CC[C@H](NC(=O)c2ccc3c(c2)OCO3)[C@@H](CO)O1)Nc1ccc(Cl)cc1	0.7	-5	-8	.
CN1C(=O)c2cc(NS(=O)(=O)c3ccc(Cl)cc3)ccc2OC[C@@H]2O[C@@H](CC(=O)O)CC[C@@H]21	3.9	-1	5	20
CCC(=O)N1[C@H](C(=O)NCc2ccc(F)cc2)[C@@H](CO)[C@@H]2Cn3c(ccc(C4=CCCCC4)c3=O)[C@@H]21	2.2	8	.	61
O=C(Nc1ccccc1)N1CCCCN2[C@H](CO)[C@H](c3ccc(-c4ccncc4)cc3)[C@@H]2C1	-0.2	0	24	70
C[C@H]1CN([C@@H](C)CO)C(=O)c2cccc(NS(=O)(=O)c3cn(C)cn3)c2O[C@H]1CN(C)Cc1ccc2c(c1)OCO2	1.1	-2	35	-86
O=C(NCC[C@H]1CC[C@H](NS(=O)(=O)Cc2ccccc2)[C@@H](CO)O1)C1CCCCC1	0.1	2	3	.
CO[C@H]1CC[C@H]2CCOc3ccc(C#N)cc3C(=O)N(C)C[C@@H](C)C(=O)N(C)C[C@H]1O2	-1.8	-7	.	11
C[C@H](CO)N1C[C@H](C)[C@H](CN(C)S(=O)(=O)c2ccc(C#N)cc2)Oc2ncc(C#Cc3ccccc3)cc2C1=O	1.6	-2	-19	77

A few values from the entries so far:
CN1C(=O)c2cc(NS(=O)(=O)c3ccc(Cl)cc3)ccc2OC[C@@H]2O[C@@H](CC(=O)O)CC[C@@H]21 | C diff growth = -1
CCC(=O)N1[C@H](C(=O)NCc2ccc(F)cc2)[C@@H](CO)[C@@H]2Cn3c(ccc(C4=CCCCC4)c3=O)[C@@H]21 | KDM4C inh = 2.2

Further records:
SMILES	KDM4C inh	C diff growth	Pf Dd2 inh	T cruzi growth
CNC(=O)C[C@H]1CC[C@@H]2[C@H](COc3ccc(NC(=O)c4ccccc4F)cc3C(=O)N2C)O1	-0.4	-8	-3	-57
O=C(CN1CCOCC1)N1CCCCN2[C@H](CO)[C@@H](c3ccc(Br)cc3)[C@H]2C1	0.5	5	15	-16
C[C@H](CO)N1C[C@H](C)[C@H](CN(C)C(=O)CC2CC2)Oc2ncc(C#CCC3CCCC3)cc2C1=O	-2.2	15	-8	95
CO[C@H]1CN(C)C(=O)c2ccc(NC(=O)Nc3cccc(Cl)c3)cc2OC[C@@H](C)N(C(=O)Nc2c(C)noc2C)C[C@H]1C	-2.6	.	.	13
CNC[C@@H]1OCCCC[C@H](C)Oc2ccc(NC(=O)Nc3ccc(C(F)(F)F)cc3)cc2C(=O)N([C@H](C)CO)C[C@@H]1C	-0.5	9	.	3
CCCNC(=O)C[C@H]1C[C@H]2c3cc(NC(=O)c4cccnc4)ccc3O[C@H]2[C@@H](CO)O1	1.7	0	18	-37
O=C(CC1CC1)N1CC2(C1)[C@@H](c1ccccc1)[C@@H](CO)N2C(=O)c1cccnc1	1.4	-4	35	.
CC=Cc1ccc2n(c1=O)C[C@H]1[C@H](CO)[C@@H](C(=O)N3CCCCC3)[C@@H]2N1Cc1ccccn1 (mixture of isomers)	-0.8	-6	.	-34
COCC(=O)N(C[C@@H]1N[C@@H](CO)[C@@H]1c1ccc(C2=CCCCC2)cc1)C(C)C	-0.1	19	-15	-32
C[C@@H]1CCCCO[C@@H](CN(C)CC2CCCCC2)[C@@H](C)CN([C@@H](C)CO)C(=O)c2cc(NC(=O)Nc3ccccc3)ccc2O1	0.3	8	-69	125*
Cn1cnc(S(=O)(=O)N2CC[C@H]3[C@H](CO)Nc4ccc(-c5cccc(F)c5)cc4[C@H]32)c1	-0.9	-13	4	110*
C[C@H]1CCCCO[C@@H](CN(C)S(=O)(=O)c2ccc(F)cc2)[C@@H](C)CN([C@@H](C)CO)C(=O)c2cc(NS(=O)(=O)c3ccc(F)cc3)ccc2O1	-2.9	2	-48	119*
Cc1cccc(S(=O)(=O)N2C[C@@H](O)COC[C@@H]3O[C@@H](CC(=O)NCCCN4CCOCC4)CC[C@H]32)c1	-0.8	.	-1	33
C[C@@H]1CN([C@@H](C)CO)C(=O)Cc2cc(N(C)C)ccc2O[C@@H]1CN(C)Cc1ccccc1	14	-5	-7	-37
C[C@H]1CN([C@@H](C)CO)C(=O)c2cc(NC(=O)Nc3ccc4c(c3)OCO4)ccc2O[C@H]1CN(C)S(=O)(=O)c1cn(C)cn1	1.3	2	-4	12
O=C(C[C@H]1CC[C@H](NS(=O)(=O)c2ccccc2)[C@H](CO)O1)NCc1ccncn1	2.1	-3	22	-55
COc1ccc(CN(C)C[C@@H]2Oc3c(NC(=O)Nc4cccc5ccccc45)cccc3C(=O)N([C@@H](C)CO)C[C@@H]2C)cc1	1.2	6	-23	55
Cc1noc(C)c1NC(=O)N(C)C[C@H]1Oc2ccc(NC(=O)Nc3ccc(C(F)(F)F)cc3)cc2CC(=O)N([C@@H](C)CO)C[C@H]1C	-1.7	4	-58	10
COCC#Cc1ccc([C@@H]2[C@@H](CO)N3C(=O)CN(C(=O)C4CCCC4)C[C@@H]23)cc1	12	2	-28	.
C[C@H]1CN([C@@H](C)CO)C(=O)Cc2cc(NS(C)(=O)=O)ccc2O[C@@H]1CN(C)Cc1ccc(C(=O)O)cc1	0.1	8	13	37
C[C@@H]1CN([C@H](C)CO)C(=O)Cc2cc(NS(C)(=O)=O)ccc2O[C@H]1CN(C)C(=O)Nc1ccc2c(c1)OCO2	2.2	1	-49	-1
C/C=C/c1ccc2c(c1)O[C@H](CN(C)C(=O)CN1CCOCC1)[C@@H](C)CN([C@H](C)CO)S2(=O)=O	-1.3	-4	11	7
Cc1noc(C)c1NC(=O)Nc1ccc2c(c1)C(=O)N([C@H](C)CO)C[C@H](C)[C@@H](CN(C)S(=O)(=O)c1ccccc1)OCCCC[C@@H](C)O2	0.2	1	-12	6
O=C(CC(F)(F)F)N1C[C@H]2[C@@H](c3ccccc31)[C@H](CO)N2Cc1cccnc1	5.9	5	12	28
COc1ccc2c3c([nH]c2c1)[C@H](CO)N(C)CC31CCN(C(=O)Nc2c(C)noc2C)CC1	-1.3	-8	-4	.
C[C@@H]1CN([C@H](C)CO)C(=O)CCCn2nncc2CO[C@@H]1CN(C)S(=O)(=O)c1ccccc1F	.	0	1	-13
Cc1noc(C)c1NC(=O)N(C)C[C@@H]1Oc2ccc(NC(=O)Nc3ccc4c(c3)OCO4)cc2CC(=O)N([C@H](C)CO)C[C@@H]1C	1.4	-2	-10	29
Cc1noc(C)c1S(=O)(=O)Nc1ccc2c(c1)CC(=O)N([C@H](C)CO)C[C@@H](C)[C@H](CN(C)Cc1ccccc1)O2	4.9	5	-3	2
CC(=O)N1[C@@H]2c3ccc(/C=C/c4ccccc4)c(=O)n3C[C@H]1[C@H](CO)[C@H]2C(=O)N1CCOCC1	-1.1	1	19	.
C[C@H]1CCCCO[C@@H](CN(C)Cc2ccncc2)[C@@H](C)CN([C@@H](C)CO)C(=O)c2cc(NS(C)(=O)=O)ccc2O1	-1.0	0	-4	85

10 structures out of the list, sorted by molecular weight, descending:
SMILES	KDM4C inh	C diff growth	Pf Dd2 inh	T cruzi growth
Cc1noc(C)c1NC(=O)Nc1ccc2c(c1)C(=O)N([C@H](C)CO)C[C@H](C)[C@@H](CN(C)S(=O)(=O)c1ccccc1)OCCCC[C@@H](C)O2	0.2	1	-12	6
Cc1noc(C)c1NC(=O)N(C)C[C@H]1Oc2ccc(NC(=O)Nc3ccc(C(F)(F)F)cc3)cc2CC(=O)N([C@@H](C)CO)C[C@H]1C	-1.7	4	-58	10
Cc1noc(C)c1NC(=O)N(C)C[C@@H]1Oc2ccc(NC(=O)Nc3ccc4c(c3)OCO4)cc2CC(=O)N([C@H](C)CO)C[C@@H]1C	1.4	-2	-10	29
COc1ccc(CN(C)C[C@@H]2Oc3c(NC(=O)Nc4cccc5ccccc45)cccc3C(=O)N([C@@H](C)CO)C[C@@H]2C)cc1	1.2	6	-23	55
Cc1noc(C)c1S(=O)(=O)Nc1ccc2c(c1)CC(=O)N([C@H](C)CO)C[C@@H](C)[C@H](CN(C)Cc1ccccc1)O2	4.9	5	-3	2
C[C@H]1CN([C@@H](C)CO)C(=O)Cc2cc(NS(C)(=O)=O)ccc2O[C@@H]1CN(C)Cc1ccc(C(=O)O)cc1	0.1	8	13	37
C[C@@H]1CN([C@H](C)CO)C(=O)CCCn2nncc2CO[C@@H]1CN(C)S(=O)(=O)c1ccccc1F	.	0	1	-13
CC(=O)N1[C@@H]2c3ccc(/C=C/c4ccccc4)c(=O)n3C[C@H]1[C@H](CO)[C@H]2C(=O)N1CCOCC1	-1.1	1	19	.
COCC#Cc1ccc([C@@H]2[C@@H](CO)N3C(=O)CN(C(=O)C4CCCC4)C[C@@H]23)cc1	12	2	-28	.
O=C(CC(F)(F)F)N1C[C@H]2[C@@H](c3ccccc31)[C@H](CO)N2Cc1cccnc1	5.9	5	12	28

More entries:
SMILES	KDM4C inh	C diff growth	Pf Dd2 inh	T cruzi growth
Cc1nn(C)cc1NC(=O)C[C@H]1CC[C@@H]2[C@H](COc3ccc(NC(=O)NC(C)C)cc3C(=O)N2C)O1	5.4	1	-56	-4
C[C@@H]1CN([C@H](C)CO)C(=O)c2cc(/C=C/c3ccccc3)cnc2O[C@@H]1CN(C)Cc1cccc(C(=O)O)c1	1.8	-3	-6	15
Cc1noc(C)c1NC(=O)N(C)C[C@@H]1Oc2c(NC(=O)c3ccc(-c4nccs4)cc3)cccc2C(=O)N([C@H](C)CO)C[C@@H]1C	-2.1	.	17	82
COc1ccccc1NC(=O)Nc1ccc2c(c1)OC[C@H](C)NC[C@H](C)[C@@H](OC)CN(C)C2=O	-0.1	-3	5	.
Cc1noc(C)c1S(=O)(=O)Nc1ccc2c(c1)CC(=O)N([C@H](C)CO)C[C@@H](C)[C@H](CN(C)Cc1ccc(C(=O)Nc3ccccc3N)cc1)O2	0.5	3	-43	.
O=C(C[C@@H]1CC[C@H]2[C@@H](COC[C@H](O)CN2C(=O)Nc2ccc(Cl)c(Cl)c2)O1)NC1CCC1	1.5	89&47	.	5
C[C@@H]1CN([C@@H](C)CO)C(=O)c2cc(NS(C)(=O)=O)ccc2O[C@@H](C)CCCCO[C@@H]1CN(C)S(=O)(=O)c1ccc(Cl)cc1	17	1	-25	17
CN(C)C(=O)[C@@H]1[C@@H](CO)[C@@H]2Cn3c(ccc(-c4ccncc4)c3=O)[C@H]1N2CC1CC1	0.4	-9	.	-19
CO[C@@H]1CN(C)C(=O)c2cc(NC(=O)NC3CCCC3)ccc2OC[C@H](C)NC[C@@H]1C	1.9	-5	-2	.
Cc1noc(C)c1NC(=O)N(C)C[C@H]1Oc2ccc(NC(=O)Nc3ccc4c(c3)OCO4)cc2C(=O)N([C@H](C)CO)C[C@H]1C	0.5	-1	13	-14
COc1ccc2c3c([nH]c2c1)[C@@H](CO)N(S(=O)(=O)c1ccccc1)CC31CCN(C)CC1	3.1	4	-17	.
CN(C)C(=O)c1ccc(-c2ccc3c(c2)[C@H]2[C@H](CCN2C(=O)C2CCC2)[C@H](CO)N3C)cc1	10.0	-10	0	32
CCC(=O)Nc1ccc2c(c1)OC[C@@H](C)N(C(=O)C1CC1)C[C@@H](C)[C@@H](OC)CN(C)C2=O	-1.7	1	7	6
Cn1cnc(S(=O)(=O)N2CCCCN3[C@@H](CO)[C@@H](c4ccc(C#CC5CC5)cc4)[C@@H]3C2)c1	.	-9	18	49
O=C(Nc1ccc(F)cc1)N1CCCCN2[C@@H](CO)[C@@H](c3ccc(C#Cc4ccccc4)cc3)[C@@H]2C1	-4.1	33	-78	121*
C[C@@H]1CCCCO[C@H](CN(C)S(=O)(=O)c2ccccc2)[C@H](C)CN([C@H](C)CO)C(=O)c2cc(NC(=O)Nc3ccccc3)ccc2O1	.	.	-85*	103*
C[C@H]1CN([C@@H](C)CO)C(=O)c2cccc(NC(=O)Nc3ccc(F)cc3)c2O[C@@H]1CN(C)S(=O)(=O)c1ccccc1	0.3	-1	-6	40
